High-throughput results from PubChem BioAssay.
Nrf2 activator: activators of Nrf2 (ARE) signaling; AID 624171; Potency, µM (series often up to 46.1 µM), inactives show at the highest dose activation, most hits filed as activators; actives 0.31% (n = 410,000); AREc32 ARE-luciferase reporter (MCF7-derived line), luminescence, 24 h; also: potency is read from the fitted curve at half-maximal effect; % of control where 0% means no effect; nearly all actives have a fitted effect of over 65% in size
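Quantitative high-throughput format: AREc32 reporter cells, 1000 per well, received compound by pin transfer and were incubated 24 hr at 37 deg C, 5% CO2, before Steady-Glo luminescence detection.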
Mm-Cpn inhibitor: inhibitors of Methanococcus maripaludis chaperonin (MmCpn) | purified Mm-Cpn ATPase, ADP Transcreener TR-FRET | Potency, µM (titrated, usually from 76.9 µM), for the others: at the highest dose activity, negative = inhibition, most hits filed as inhibitors | actives 0.031% (n = 330,000) | AID 504842; also: potency is read from the fitted curve at half-maximal effect; % is scaled to controls: 0 for no effect and ±100 for the full control effect; nearly all actives have a fitted effect of over 80% in size
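Eu-cryptate anti-ADP/ADP-d2 competition gives a ratio inversely related to ADP. Enzyme at 25 nM was pre-exposed to compound for 10 min, then given 10 uM ATP for 30 min, 37°C throughout.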
Akt phos inh: Akt phosphorylation inhibition; Neuro2A IGF-stimulated pAkt S473 HTRF, 20 min; active compounds read low; activity change, % for hits at 50 µM; actives 0.32% (n = 360,000); in the data active = activity change below about -80%; inconclusive = mostly about -51% to -80%; also: % is scaled to controls: 0 for no effect and ±100 for the full control effect
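Neuro2A cells in DMEM with 0.5% FBS, overnight at 37 deg C, given compound at single 50 µM final, then IGF (6 nM final) for 20 min at 37 deg C. Lysed; phospho-Akt Ser473 by HTRF after 24 h, 665/615 ratio.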
Nrf2 inh: inhibitors of Nrf2 signaling; A549 ARE-Fluc reporter, luciferase luminescence, 18-24 h; Potency, µM (doses to about 46 µM), inactives show top-dose activity change, negative = inhibition, hits mostly inhibitors; actives 2.1% (n = 360,000); also: potency is read from the fitted curve at half-maximal effect; % is scaled to controls: 0 for no effect and ±100 for the full control effect; nearly all actives have a fitted effect of over 60% in size
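Nrf2 function is reported as luminescence of an ARE-controlled luciferase in A549 cells. Compounds were tested at several concentrations, and a CellTiter-Fluor read on the same wells flagged cytotoxicity.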
TGFb inhibitor: blocks TGF-b signaling; HepG2 CAGA-GFP TGF-b/SMAD3 reporter, GFP fluorescence, 18 h; TGF-beta stimulated, 500 pg/mL final; Potency, µM (series often up to 46.1 µM), without a hit: at the top dose activity, negative = inhibition, hits mostly inhibitors; actives 1.2% (n = 410,000); AID 588855; also: potency is read from the fitted curve at half-maximal effect; % is scaled to controls: 0 for no effect and ±100 for the full control effect; nearly all actives have a fitted effect of over 65% in size
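TGF-beta reporter screen: HEPG2 CAGA-GFP, 1% FBS, 500 pg/mL TGF-beta final, 18 h; per-cell GFP summed per well; curves fitted and categorized by class.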
A549 tox: A549 cytotoxicity, counter-screen for Nrf2 inhibitors | Potency, µM (series often up to 46 µM), for inactives: at the top dose activity change, negative = cytotoxicity, most hits filed as inhibitors | A549 ARE-Fluc cells, CellTiter-Fluor viability, 18-24 h | actives 0.16% (n = 390,000) | AID 504648; also: potency is read from the fitted curve at half-maximal effect; % is scaled to controls: 0 for no effect and ±100 for the full control effect
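A549 ARE_Fluc cells in 5% FBS OPTI-MEM were exposed to compounds in concentration-response for 18-24 h at 37 deg C. Viability was read by CellTiter-Fluor fluorescence (Ex 405/Em 525) after 30 min, before the luciferase read.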
CCT modulator: cytosolic chaperonin activity modulation | purified chaperonin ATPase assay, HTRF ADP detection, 30 min | activity change, % (no concentration beside the values), hits read low | actives 0.3% (n = 360,000) | AID 651819; in the data active = activity change below about -30%; also: % is scaled to controls: 0 for no effect and ±100 for the full control effect
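ATPase activity: ADP formed was measured by HTRF Transcreener (665/615 nm ratio) after 30 min at 37 deg C with 10 uM ATP. Compounds screened at one 76 uM concentration against 40 or 20 nM TRiC in Tris pH 7.4/KCl/MgCl2/DTT buffer.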
HepG2 tox: counter-screen for TGF-b inhibitors: cytotoxicity in HepG2 cells; HepG2 CAGA-GFP viability, ATP luminescence, 18 h; Potency, µM (series often up to 46.1 µM), inactives show at the top dose activity change, negative = cytotoxicity, hits mostly cytotoxic; actives 0.76% (n = 410,000); also: potency is read from the fitted curve at half-maximal effect; some results filed as inactive show a strong effect at the top dose
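CellTiter-Glo luminescence gave cytotoxicity after 18 hours at 37 degrees C. The cells were HepG2 CAGA-GFP in 1% FBS DMEM, stimulated with 500 pg/mL TGF-beta after compound addition. %Activity was normalised to no-cell wells (complete cell-killing) and DMSO (no toxicity), and curves were fitted and classified.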
Abeta yeast res: A-beta toxicity reversal in yeast. yeast expressing A-beta42, growth rescue, OD600, 48 h; response scale: 0% DMSO, 100% iron-clioquinol control. actives 0.063% (n = 410,000). Potency, µM (series often up to 46.1 µM), inactives show at the top dose growth rescue, actives largely listed as activators; also: potency is read from the fitted curve at half-maximal effect; nearly all actives have a fitted effect of over 55% in size
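Yeast A-beta toxicity model in growth medium with pinned compounds, 48 h at 30 C; growth read as absorbance at 600 nm. Normalized to FeCl3/clioquinol equimolar mix (positive) and DMSO (negative).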
Starred values were filed as active, the others as inactive; i = inactive; ? = inconclusive; . = not tested or not shown; [ ] = dose if it differs, or a comment. Unless noted, calls follow the shape of the dose curve; as a rule, active = well fitted curve in the direction sought with a large enough effect; inconclusive = small, poorly fitted or top-dose-only effect, or another doubt; inactive = no such curve, though single readings can be large; an effect the other way counts as inactive or inconclusive. Compounds as they come, and some 4.3% of all compounds hit somewhere here.

smiles | Nrf2 activator | HepG2 tox | TGFb inhibitor | Nrf2 inh | A549 tox | CCT modulator | Mm-Cpn inhibitor | Akt phos inh | Abeta yeast res
Cc1ccc(CNC(=O)CCS(=O)(=O)c2ccc(Br)cc2)cc1 | 0.3% | 1% | 1% | 21% | 8% | 2.5 | 1% | i | -1%
N#Cc1cccnc1Nc1ccc(Cl)cc1 | 26% | -36% | 1% | -3% | 0% | -1.8 | -3% | i | -24%
Cc1ccc(NC(=O)c2cc(S(=O)(=O)N3CCC4(CC3)OCCO4)ccc2F)cc1Cl | 1.0% | 0% | 10% | . | 10% | . | . | . | 24%
COc1cc(C2(c3ccc(O)c(OC)c3)C(=O)Nc3c(C)cc(Br)cc32)ccc1O | 3.6% | 2% | ? | -13% | 11% | -1.0 | . | i | -21%
O=C(Cn1c(=O)n(-c2ccccc2)c(=O)c2ccc(C(=O)NCc3ccc4c(c3)OCO4)cc21)Nc1ccc(F)c(Cl)c1 | -0.2% | 0% | 3% | ? | -9% | . | . | . | -16%
O=C(Nc1ccc(N2CCN(C(=O)c3cccs3)CC2)cc1)c1ccccc1Cl | 0.1% | -7% | -23% | ? | -16% | 1.2 | -2% | i | -1%
S=c1[nH]nc(-c2cccs2)n1/N=C/c1c(Cl)cccc1Cl | 26% | -1% | 1% | 15% | 2% | -0.1 | 0% | i | -8%
O=C(c1cccnc1)N(Cc1ccccc1)C1(C(=O)Nc2ccccc2)CCCCC1 | 0.3% | -1% | 5% | -2% | -6% | -1.5 | -1% | i | 17%
CCCCC[C@H](C)N1C[C@@H](COCc2ccccc2)Oc2cc(N3CCC[C@H]3CO)ccc2S1(=O)=O | -1.2% | . | . | . | . | 0.8 | . | i | -6%
COCCCNC(=O)[C@H](Cc1ccccc1)NC(=O)CC[C@H]1O[C@@H](n2ccc(=O)[nH]c2=O)[C@H](O)[C@@H]1O | 0.1% | -9% | -6% | . | . | 0.3 | . | i | -25%
COc1ccccc1N(Cc1cc2ccc(C)cc2[nH]c1=O)C(C)=O | 0.3% | 8% | 3% | 16% | -1% | -0.6 | -6% | i | 8%
COc1ccc(C(C(=O)OC(C)CN(C)C)c2ccccc2)cc1 (centres undefined) | -0.3% | 4% | -23% | . | ? | -0.8 | 0% | i | ?
Cc1ccc(/C=C2/NC(=O)[C@H](C)NC2=O)cc1 | -0.2% | -2% | -1% | 0% | -5% | -1.7 | -1% | i | -5%
COc1ccc(NS(=O)(=O)c2cc3[nH]c(=O)c(=O)[nH]c3cc2C)cc1Cl | -0.1% | 5% | -5% | 5% | -1% | . | . | . | -10%
CC(=O)Nc1ccc(C(=O)NC2CCCC2)cc1 | 0.2% | 9% | -6% | 6% | -8% | 0.2 | 1% | i | 8%
O=C(Nc1nnc(-c2ccccc2)o1)c1cccc(S(=O)(=O)N2CCOCC2)c1 | 3.4% | -59% | ? | 21µM* | -17% | -0.5 | 3% | i | 20%
Cc1ccc(CNC(=O)Cn2ncc3c(C)n(Cc4ccc(Cl)cc4)c(C)c3c2=O)cc1 | -0.2% | -65% | -4% | ? | ? | . | . | . | -3%
CCN(CC)C(=O)Cc1c(OC)ccc2cc(Br)ccc12 | -0.2% | -21% | -20% | 5% | 2% | 0.4 | -1% | i | 8%
Cc1ccccc1CS(=O)(=O)Cc1ccc(C(=O)NCCCN2CC(C)CC(C)C2)o1 (centres undefined) | -0.1% | 2% | 16% | 1% | 2% | -2.1 | -1% | i | 5%
CCCCNc1c(-c2cccc(-c3cc(C(C)=O)cs3)c2)nc2ccc(C)cn12 | -2.6% | 18µM* | ? | ? | ? | -1.4 | 1% | i | -33%[inhibitor]
CN1CCN(CC(=O)O)CC1 | -0.9% | 7% | -19% | . | 8% | -3.1 | -3% | i | 3%
O=C(Nc1ccc(Br)cc1)N1CCC(CN2CCCC2)CC1 | 2.4% | -4% | 0% | ? | -4% | . | . | . | -21%
CCn1nnc(-c2ccccc2NS(=O)(=O)c2ccc(S(=O)(=O)N(C)C3CCCCC3)cc2)n1 | 0.1% | -13% | 0% | -24% | -11% | -2.9 | 0% | i | 18%
CC1CC(C)(C)N(C(=O)CSc2ccc(-c3ccc(F)cc3)nn2)c2ccccc21 (centres undefined) | -1.0% | -39% | -27% | ? | -30% | 3.2 | 0% | i | -2%
COc1ccc(-c2cc(C)no2)cc1S(=O)(=O)NC1CCC(C)CC1 (centres undefined) | 3.8% | -4% | ? | -4% | -17% | . | . | . | -14%
C/C=C/c1ccccc1OCc1ccc(C(=O)OC)o1 | 0.5% | 3% | 13% | -8% | 1% | -1.4 | -3% | i | -20%
Cn1c(-c2ccccc2)c(CCO)c2ccccc21 | 0.5% | -37% | -8% | 6% | 6% | -2.2 | -6% | i | 21%
COc1cccc(/C=C/C(=O)OCC(=O)NCC2CCCCC2)c1OC | 5.9% | 7% | 2% | 10% | 5% | -0.7 | -1% | i | 10%
c1coc(-c2nc3nc4ccccc4n3nc2-c2ccco2)c1 | 9.7% | -22% | ? | 5% | -2% | 0.1 | . | i | -17%
COc1ccc(N2CCN(CC(=O)NC(=O)NCc3ccccc3)CC2)cc1 | 2.3% | -8% | -1% | -6% | -3% | 0.4 | -2% | i | 8%
Cc1ccc(/C(N)=N/OC(=O)c2ccc3ccccc3c2)cc1 | 1.8% | -8% | 0% | 11% | ? | -1.9 | -3% | i | 8%
COC(=O)CCc1sc(Nc2ccccc2)nc1-c1ccc(OC)cc1 | 6.0% | -11% | 18% | ? | 2% | -3.4 | -5% | i | -12%
N#Cc1ccccc1CN1C(=O)S/C(=C/c2cccn2-c2ccc(C(=O)O)cc2)C1=O | 0.1% | 6% | 8% | . | 3% | 1.7 | 0% | i | 1%
COc1ccc(-c2cc(=O)oc3cc(OCC(C)=O)ccc23)cc1 | 2.4% | 34% | ? | -7% | 0% | -2.8 | -3% | i | -12%
CN1CCN(C(=O)c2cc([N+](=O)[O-])ccc2Cl)CC1 | -0.6%[9.22 µM] | 1% | 10% | 1% | 3% | 3.5 | 0% | i | -2%
CCCS(=O)(=O)NC(=O)C1(C)CCN(C(=O)c2cc(OC)c(OC)c(OC)c2)C1 (centres undefined) | -0.1%[9.22 µM] | -10% | ? | . | . | -0.7 | . | i | -2%
C=CCNC(=O)c1ccccc1NC(=O)COc1ccccc1 | 0.5% | 0% | -15% | 2% | 15% | -4.6 | 0% | i | -5%
COC(=O)C1=C(N)N(c2ccccc2F)C2=C(C(=O)CC(C)(C)C2)C1c1ccc(OC)c(OC)c1 (centres undefined) | 2.7% | -17% | -15% | 2% | 1% | -4.2 | 1% | i | 0%
O=C(c1ccncc1)N1N=C(c2ccc(Br)cc2)CC1c1ccccc1O (centres undefined) | 0.1% | -25% | ? | ? | ? | -0.9 | 1% | i | -2%
CCOc1cccc(NC(=O)C2CC(=O)NC(=Nc3ccccc3)S2)c1 (centres undefined) | 2.3% | -8% | -13% | . | -3% | 0.0 | 0% | i | 5%
CN(C)CCN(C(=O)c1ccc(S(=O)(=O)N(C)C)cc1)c1nc2cc3c(cc2s1)OCCO3 | -1.3% | 8% | -4% | 22% | ? | 0.4 | 4% | i | -9%
CC(C)c1ccc(NC2CCCN(C(=O)CCN3CCCC3=O)C2)cc1 (centres undefined) | -0.4% | -32% | ? | -14% | 0% | -34* | -6% | i | 1%
Cc1ccc(C(=O)O)cc1NC(=S)NC(=O)c1ccc(-c2ccc(Cl)cc2)o1 | -0.5% | -5% | ? | 13% | -2% | -3.9 | 1% | i | 2%
CC1CCc2sc(C(=O)N/N=C/c3ccc([N+](=O)[O-])cc3)cc2C1 (centres undefined) | -0.1% | -10% | 10% | -1% | 2% | -4.9 | 0% | i | 25%
Cc1cccc(C2C3=C(CCCC3=O)N=C3c4ccccc4C(=O)C32)c1 (centres undefined) | -1.9% | -18% | -5% | -25% | -5% | -8.7 | 0% | i | -17%

Printed as active in CCT modulator, among the entries above:
compound	Nrf2 activator	TGFb inhibitor	CCT modulator	Mm-Cpn inhibitor	Akt phos inh
CC(C)c1ccc(NC2CCCN(C(=O)CCN3CCCC3=O)C2)cc1 (centres undefined)	-0.4%	?	-34*	-6%	i

Back to the main list with the two entries that preceded the break.
smiles | Nrf2 activator | HepG2 tox | TGFb inhibitor | Nrf2 inh | A549 tox | CCT modulator | Mm-Cpn inhibitor | Akt phos inh | Abeta yeast res
CC1CCc2sc(C(=O)N/N=C/c3ccc([N+](=O)[O-])cc3)cc2C1 (centres undefined) | -0.1% | -10% | 10% | -1% | 2% | -4.9 | 0% | i | 25%
Cc1cccc(C2C3=C(CCCC3=O)N=C3c4ccccc4C(=O)C32)c1 (centres undefined) | -1.9% | -18% | -5% | -25% | -5% | -8.7 | 0% | i | -17%
CC1=CN2C(=N)/C(=C/c3cn(CCCOc4ccccc4C)c4ccccc34)C(=O)N=C2S1 | 3.2% | -1% | 0% | 9% | -3% | -5.3 | -1% | i | 9%
CC(C)c1cc(C(F)(F)F)n2nc(C(=O)Nc3ccc(-n4cnnn4)cc3)cc2n1 | -0.3% | -8% | 14% | -17% | 4% | -0.5 | -1% | i | -23%
O=c1[nH]cccc1-c1nc2ccccc2n1Cc1ccc(Cl)cc1 | 0.3% | -7% | 1% | -11% | -9% | 2.7 | -3% | i | 6%
Cc1cc(C)n(CCc2nc3c4ccccc4n(CC#N)c(=O)n3n2)n1 | -0.5% | 4% | -2% | 3% | -7% | -1.2 | -3% | i | -27%
Cc1c(NC(=O)C2CCCNC2=O)c(=O)n(-c2ccccc2)n1C (centres undefined) | -0.1% | 0% | 7% | -11% | -1% | -0.1 | -1% | i | -11%
S=C(NCc1ccccc1)N1CCn2cccc2C1c1cccnc1 (centres undefined) | -0.4% | -20% | -14% | -21% | -1% | -0.1 | 0% | i | 1%
